# Screening results from PubChem.
# RGS4 inh = Inhibitors of Regulator of G Protein Signaling (RGS) 4: qHTS. Regulator of G-protein signaling 4 (Homo sapiens), P49798. Transcreener GDP fluorescence polarization, RGS4-accelerated GTP hydrolysis. Potency, µM (series often up to 114 µM), without a hit: at the highest dose activity change, negative = inhibition, hits mostly inhibitors. hit rate 0.039% among 390,000. AID 504845, 2011; also: potency is read from the fitted curve at half-maximal effect; % is scaled to controls: 0 for no effect and ±100 for the full control effect; nearly all actives have a fitted effect of over 75% in size; some results filed as inactive show a strong effect at the top dose
#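 MLSMR compounds (23 nl, pin-transferred) preincubated 10 min at room temperature with a 500nM (2x) first reagent, then RGS4 at 900nM (2x) plus Transcreener GDP mix added; fluorescence polarization (620/688 nm) read before and after 90 min at 30 °C.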
# JMJD2A Tudor = qHTS Assay for Inhibitors of JMJD2A-Tudor Domain | Lysine-specific demethylase 4A (Homo sapiens), O75164 | AID 504339, 2011 | Potency, µM (series often up to 114 µM), for inactives: at the top dose activity change, negative = inhibition, usual class: inhibitors | AlphaScreen JMJD2A-Tudor / H3K4me3 peptide binding | hit rate 4.4% among 390,000; also: potency is read from the fitted curve at half-maximal effect; % is scaled to controls: 0 for no effect and ±100 for the full control effect; nearly all actives have a fitted effect of over 50% in size
# G9a block = qHTS Assay for Inhibitors of Histone Lysine Methyltransferase G9a; Potency, µM (highest dose often 102 µM), without a hit: top-dose activity, negative = inhibition, usual class: inhibitors; hit rate 8.8% among 350,000; G9a H3K9 monomethylation, AlphaScreen, 2 h; AID 504332, 2011; Histone-lysine N-methyltransferase EHMT2 (Homo sapiens), Q96KQ7; also: potency is read from the fitted curve at half-maximal effect; % is scaled to controls: 0 for no effect and ±100 for the full control effect; nearly all actives have a fitted effect of over 75% in size
# Target sequence (Q96KQ7 913-1193 limits assumed): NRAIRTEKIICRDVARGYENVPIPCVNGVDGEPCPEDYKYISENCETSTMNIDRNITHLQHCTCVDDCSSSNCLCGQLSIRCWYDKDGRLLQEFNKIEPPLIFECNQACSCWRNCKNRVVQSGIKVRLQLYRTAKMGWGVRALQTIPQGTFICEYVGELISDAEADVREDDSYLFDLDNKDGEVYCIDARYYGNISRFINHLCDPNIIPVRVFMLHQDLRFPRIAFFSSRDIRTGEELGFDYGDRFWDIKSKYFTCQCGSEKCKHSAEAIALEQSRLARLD
#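 Quantitative HTS format: methyltransferase activity on a biotin-tagged H3K9 peptide is measured by AlphaScreen, using a rabbit anti-monomethyl-H3K9 antibody with streptavidin donor and anti-IgG acceptor beads. Final levels are 20 nM enzyme, 500 nM peptide, 20 uM SAM; 2 h RT.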
# GLS inh = qHTS for Inhibitors of Glutaminase (GLS) | Glutaminase kidney isoform, mitochondrial (Homo sapiens), O94925 | GLS enzymatic activity, qHTS titration | Potency, µM (titrated, usually from 45.5 µM), inactives show at the highest dose activity change, negative = inhibition, hits mostly inhibitors | hit rate 0.21% among 410,000 | AID 624170, 2012; also: potency is read from the fitted curve at half-maximal effect; % is scaled to controls: 0 for no effect and ±100 for the full control effect
#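 Read-out is an Amplex red fluorescence increase coupled through glutamate oxidase and HRP, measured before and after 30 min room-temperature incubation. hKGA is in 45 mM KH2PO4 (pH 8.2) with 0.02% Tween-20; glutamine added as 1mM solution.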
# ERG-DNA inh = qHTS for Small Molecule Inhibitors of the ERG Ets/DNA interaction; Transcriptional regulator ERG (Homo sapiens), P11308; fluorescence polarization, His-ERG Ets domain / labelled DNA; Potency, µM (series often up to 76.9 µM), inactives show top-dose FP activity, negative = inhibition, usual class: inhibitors; hit rate 0.028% among 370,000; active = well fitted inhibition curve with a large enough effect in the polarisation, with a control signal flat; inconclusive = small, poorly fitted or top-dose-only effect, or effect the other way, or a change in a side signal; inactive = no such curve, though single readings can be large or run the other way; the % refers to the polarisation;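 also: polarization taken with two DNA probes labelled with fluorescein and Texas red; potency is read from the fitted curve at half-maximal effect; % of control where 0% means no effect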
#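 His-tagged ERG Ets domain (1 uM in the protein solution; 300mM KCl, 50mM Tris-HCl, 1mM EDTA, 1mM DTT, pH 7.5) received compound, then a probe mix of 5 nM fluorescein-DNA and 100nM Texas-615-DNA. Fluorescence polarization was read for both dyes.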
# 12-LOX inh = Primary qHTS assay for inhibitors of human arachidonate 12S-lipoxygenase (ALOX12): Round 2; purified 12hLO, xylenol orange hydroperoxide absorbance; Polyunsaturated fatty acid lipoxygenase ALOX12 (Homo sapiens), P18054; hit rate 1.1% among 580,000; AID 1671190, 2021; Potency, µM (top dose mostly 108 µM), inactives show at the highest dose activity change, negative = inhibition, hits mostly inhibitors; also: potency is read from the fitted curve at half-maximal effect; % is scaled to controls: 0 for no effect and ±100 for the full control effect
#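 Hydroperoxide product was detected by ferrous iron/xylenol orange as the 573 to 405 nm absorbance ratio. Arachidonic acid at 40 uM (final) was turned over for 30 min at room temperature by 150 nM human 12hLO, pH 7.0 Hepes buffer, after 15 min compound preincubation.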
# HP1b chromo inh = HTS for Inhibitors of HP1-beta Chromodomain Interactions with Methylated Histone Tails | Chromobox protein homolog 1 (Homo sapiens), P83916 | Potency, µM (highest dose often 114 µM), without a hit: top-dose activity change, negative = inhibition, usual class: inhibitors | AlphaScreen HP1-beta / biotin-H3K9me3 peptide binding | hit rate 0.56% among 390,000; also: potency is read from the fitted curve at half-maximal effect; nearly all actives have a fitted effect of over 70% in size; inactives centre near 23
# Target sequence (P83916 whole entry, looked up): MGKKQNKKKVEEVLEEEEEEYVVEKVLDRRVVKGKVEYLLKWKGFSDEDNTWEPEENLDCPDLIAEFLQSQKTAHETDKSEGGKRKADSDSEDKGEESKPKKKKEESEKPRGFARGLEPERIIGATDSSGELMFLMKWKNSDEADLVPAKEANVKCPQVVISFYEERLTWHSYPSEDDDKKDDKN
#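 AlphaScreen: HP1-beta (50 nM) preformed 30 min with biotin-H3(1-18)K9me3 peptide (50 nM) in PBS pH 7.4, 0.01% Tween-20. Compound added for 30 min at RT, then streptavidin donor/nickel chelate acceptor beads (10 ug/mL) for 30 min.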
# BAZ2B inh = qHTS Assay for Inhibitors of BAZ2B. Bromodomain adjacent to zinc finger domain protein 2B (Homo sapiens), Q9UIF8. AlphaScreen BAZ2B-H3K14Ac peptide displacement. Potency, µM (highest dose often 114 µM), for inactives: top-dose activity change, negative = inhibition, actives largely listed as inhibitors. hit rate 4.4% among 360,000. AID 504333, 2011; also: potency is read from the fitted curve at half-maximal effect; % is scaled to controls: 0 for no effect and ±100 for the full control effect; nearly all actives have a fitted effect of over 60% in size
#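 BAZ2B (50 nM) with biotin-H3(5-23)K14Ac peptide (50 nM) in PBS pH 7.4, 0.01% Tween-20, preformed 30 min, then compound 30 min at room temperature; top concentration 110uM. AlphaScreen streptavidin donor/nickel chelate acceptor beads (10 ug/mL final), 20 min dark, signal read.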
# PI4K2A block = qHTS for small molecular inhibitors of PI4K2A | Phosphatidylinositol 4-kinase type 2-alpha (Homo sapiens), Q9BTU6 | purified PI4K2A, ADP-Glo luminescence, 1 h; hits give low values | activity change, negative = inhibition, % at 76.9 µM | hit rate 0.13% among 420,000 | AID 1346378, 2018; in the data active = activity change below about -50%; inconclusive = mostly about -30% to -49%;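 also: -100% = wells without enzyme as full effect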
# Target sequence (Q9BTU6 whole entry, looked up): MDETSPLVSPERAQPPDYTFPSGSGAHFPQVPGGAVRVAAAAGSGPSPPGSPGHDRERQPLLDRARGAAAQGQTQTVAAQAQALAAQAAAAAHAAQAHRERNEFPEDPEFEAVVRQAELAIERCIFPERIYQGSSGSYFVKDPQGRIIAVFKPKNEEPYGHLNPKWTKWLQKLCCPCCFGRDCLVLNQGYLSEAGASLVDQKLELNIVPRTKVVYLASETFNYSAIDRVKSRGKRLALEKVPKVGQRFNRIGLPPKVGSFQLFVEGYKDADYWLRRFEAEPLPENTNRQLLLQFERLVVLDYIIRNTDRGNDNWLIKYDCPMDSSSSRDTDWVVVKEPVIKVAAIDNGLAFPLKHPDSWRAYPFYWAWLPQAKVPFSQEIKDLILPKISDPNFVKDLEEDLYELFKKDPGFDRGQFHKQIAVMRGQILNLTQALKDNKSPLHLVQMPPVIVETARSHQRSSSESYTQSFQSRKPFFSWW
#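 PI4K2A activity was measured by ADP-Glo luminescence: enzyme (4 ug/mL stock) and phosphatidylinositol (1.2 mM stock) in Tris pH 7.5/MgCl2/EGTA/Triton X-100 buffer were reacted with ATP (300 microM stock) for one hour at ambient temperature.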
# An asterisk follows results filed as active; ? = inconclusive; / = no result given; & = joins results of further samples; [ ] = another dose, or the depositor's remark. Unless noted, calls follow the shape of the dose curve; as a rule, active = well fitted curve in the direction sought with a large enough effect; inconclusive = small, poorly fitted or top-dose-only effect, or another doubt; inactive = no such curve, though single readings can be large; an effect the other way counts as inactive or inconclusive. Some of the compounds tested, so the mix of outcomes need not match the whole.
1) CCc1ccccc1NC(=O)CN(c1ccc(OC)cc1)S(=O)(=O)c1c(C)n[nH]c1C
2) Cc1cccc(NC(=O)CC2c3ccccc3Oc3ccccc32)c1
3) N#Cc1ccccc1S(=O)(=O)N1CCN(C(=O)C2CC(=O)N(c3ccc4c(c3)OCCO4)C2)CC1 (stereo unspecified)
4) CCOC(=O)c1c(O)cc(OC)cc1CCc1ccccc1
5) CCc1cc2ccccc2nc1Cl
6) OC(COc1ccc(CNCCc2ccccc2F)cc1)CN1CCCCC1 (stereo unspecified)
7) CCN=C1SC(CC(N)=O)C(=O)N1CC (stereo unspecified)
8) CCc1ccccc1NC(=O)C1CCCN(S(=O)(=O)c2cccc3nsnc23)C1 (stereo unspecified)

assay / compound | 1 | 2 | 3 | 4 | 5 | 6 | 7 | 8
RGS4 inh | 11% | 11% | 18% | -47% | -12% | 28%[56.9 µM] | 0% | 4%
JMJD2A Tudor | -6% | -3% | -17% | 109%[activator] | -7% | -33% | -10% | -15%
G9a block | 10%[59 µM] | -4%[59 µM] | / | / | -10% | / | 10% | 0%[59 µM]
GLS inh | 1% | 2% | 10% | 6% | 1% | -12% | -13% | -7%
ERG-DNA inh | 3% | 9% | -4%[15.4 µM] | -10% | 5% | -15% | 9% | 3%
12-LOX inh | 0% | -9% | 23% | -10% | 1% | -12% | 6% | -17%
HP1b chromo inh | 25% | 27% | 20% | 160%[activator] | 28% | 6% | 45%[activator] | 7%
BAZ2B inh | / | -3% | / | / | 6% | -4% | -2% | /
PI4K2A block | 2 | 0 | 4 | -3 | 5 | 1 | -3 | 2

9) C=CCn1c(-c2cccc(OC)c2)nc2nc3ccccc3nc21
10) COC(=O)c1ccc2c(c1)NC(=O)C(N1CCCCC1)S2 (stereo unspecified)
11) O=C(OC(C(=O)NC1CCCCC1)c1ccccc1)c1ccco1 (stereo unspecified)
12) O=C(CCCOc1ccccc1)N1CCN(c2ccccc2)CC1
13) O=C(N/N=C/c1ccncc1)c1ccc(-n2cccc2)cc1
14) COc1ccc(/C=C/C(=O)NC(=S)N2CCCCC2)cc1OC
15) O=C(CN1C(=O)C(=O)N(C2CCCC2)C1=O)Nc1ccc([N+](=O)[O-])cc1
16) COc1ccc(NC(=S)N/N=C2/CCCc3c(C)cc(C)cc32)cc1

assay / compound | 9 | 10 | 11 | 12 | 13 | 14 | 15 | 16
RGS4 inh | 15% | -29% | 4% | -43% | -28% | -21% | -8% | 4%
JMJD2A Tudor | 1% | 0% | -10% | -20% | -5% | -7% | -11% | -24%
G9a block | -7%[59 µM] | 4% | -7%[59 µM] | 0% | 2%[59 µM] | ? | -21% | 3%[59 µM]
GLS inh | / | -5% | 8% | 6% | -1% | -3% | -3% | 6%
ERG-DNA inh | 4% | -4% | -15% | 8% | -3% | -2% | 2% | 3%
12-LOX inh | -30% | 3% | 2% | ? | 0% | -6% | -73% | 0%
HP1b chromo inh | 12% | 23% | 34%[activator] | 13% | 36% | 25% | 14% | -2%
BAZ2B inh | 10% | 3% | 8% | -3% | -33% | -1% | 5% | -6%
PI4K2A block | 4 | -1 | 3 | -16 | -9 | 1 | 1 | 2

17) O=C(c1ccco1)N1CCN(C(c2cccs2)c2nnnn2C2CCCC2)CC1 (stereo unspecified)
18) Cc1occc1-c1nnc(SCC(=O)Nc2ccc3c(c2)OCO3)n1CC1CCCO1 (stereo unspecified)
19) CC1CCC/C(=C\c2ccc(O)cc2)C1=O (stereo unspecified)
20) CN1CCC(=NNC(=O)COc2ccc(Cl)cc2)CC1
21) Cc1noc(C)c1COc1cccc(C(=O)NCc2ccccc2Cl)c1
22) CCOc1ccc(NC(=O)COC(=O)CN2CCCCCC2=O)cc1
23) COc1cc(S(=O)(=O)NCCc2c(C)[nH]c3ccc(C)cc23)ccc1Br
24) O=S(=O)(NCc1ccccc1)c1ccc(F)cc1Br

assay / compound | 17 | 18 | 19 | 20 | 21 | 22 | 23 | 24
RGS4 inh | 14%[11.4 µM] | 11% | -10% | 0% | 16%[11.4 µM] | -4% | 10% | 2%&-9%
JMJD2A Tudor | -9%[57.1 µM] | -9% | -6% | -9% | -18%[11.4 µM] | -5% | 50µM* | -2%&4%
G9a block | ? | -2%[59 µM] | / | -5% | -3% | / | ? | 30%[12.7 µM]
GLS inh | -2% | -7% | -5% | 0% | -18% | -12% | 7% | -2%
ERG-DNA inh | 5% | 7% | 2% | 0% | -7% | 7% | 3% | 1%
12-LOX inh | 0% | -6% | ? | 17% | 0% | -7% | -27% | 1%
HP1b chromo inh | 53%[activator] | 14% | 22% | 36% | -9% | 39% | ? | 40%&49%[activator]
BAZ2B inh | -6% | -3% | / | -13% | 4% | / | ? | 7%
PI4K2A block | 9 | 1 | 0 | 10 | 3 | -6 | 2 | -1

25) O=C(O)c1ccccc1N=Nc1c(O)[nH]c2ccc([N+](=O)[O-])cc12
26) Cc1cccc(NC(=O)CSc2nc3ccccc3nc2N2CCCC2)c1
27) O=[N+]([O-])c1cc([N+](=O)[O-])c2nonc2c1Nc1ccc(O)cc1
28) CC(C)[C@H](N)c1nnc(SC/C=C/c2ccccc2)o1
29) Cc1cc(O)c(C(c2ccccc2)N2CCC(C)CC2)c(=O)n1Cc1ccco1 (stereo unspecified)
30) C=CC1C(N2CCOCC2)C(C)(C)S1(=O)=O (stereo unspecified)
31) COc1cc2c(cc1OC)C(C(=O)N1CCN(c3ccccn3)CC1)C(c1cccs1)N(C)C2=O (stereo unspecified)
32) COc1ccc(NC(=O)CNc2cc(C)ccc2C)cc1S(=O)(=O)N1CCOCC1

assay / compound | 25 | 26 | 27 | 28 | 29 | 30 | 31 | 32
RGS4 inh | -6% | -26% | -33% | -4% | -2% | -5%[11.4 µM] | -28% | 16%
JMJD2A Tudor | ? | 59%[activator] | 50µM* | -9% | -26% | -15%[11.4 µM] | -17% | -27%
G9a block | 25µM* | ? | 11µM* | 9%[12.7 µM] | ? | 7% | 1% | -10%[59 µM]
GLS inh | 9% | 0% | 38%[activator] | 15% | -9% | ? | -4% | 24%
ERG-DNA inh | -3% | 0% | -3% | -12% | -3% | ? | 8% | -4%
12-LOX inh | / | ? | -16% | 0% | 0% | -3% | 0% | 3%
HP1b chromo inh | 71µM* | 168%[activator] | ? | 14% | 1% | -6% | 25% | 16%
BAZ2B inh | 50µM* | 14% | ? | -30% | -15% | 13% | -3% | -30%
PI4K2A block | 1 | 5 | ? | -4 | 5 | 4 | 0 | -7

33) COc1ccc(CN2CCC(Oc3ccc(C(=O)NCc4ccccn4)cc3)CC2)c(F)c1
34) Cc1cc(S(=O)(=O)NCC2CC2)c(Cl)cc1Cl
35) CC(=O)NC1(c2ccccc2)CCN(CC(=O)N2CCC(C)CC2)CC1
36) Cc1ccc(C(=O)NN(CCC#N)C2=NS(=O)(=O)c3ccccc32)cc1
37) Cn1cc(-c2nnnn2-c2ccc(Cl)cc2)c(=O)c2ccccc21
38) Cc1ccc(S(=O)(=O)N2CCC(=O)N(C(COC(=O)Nc3ccccc3)Cc3ccccc3)CC2)cc1 (stereo unspecified)
39) CN(C)C(=O)c1cc(C(=O)c2ccc(F)cc2C(F)(F)F)c[nH]1
40) COc1ccc(N2CCN(C(=O)CCc3nnc4n(C)c(=O)c5sccc5n34)CC2)cc1

assay / compound | 33 | 34 | 35 | 36 | 37 | 38 | 39 | 40
RGS4 inh | 38% | -3% | 40% | -2% | 0% | -12% | -1%[56.9 µM] | 16%
JMJD2A Tudor | -21% | -1% | 4% | 2% | -12% | -8% | -10% | -20%
G9a block | 11% | -6% | / | 29% | 7% | -24%[59 µM] | 2%[2.33 µM] | -5%[59 µM]
GLS inh | 12% | -6% | -2% | -5% | -1% | 0% | -9% | -2%
ERG-DNA inh | 1% | -8% | -5% | -7% | 1% | -4% | 1% | -2%
12-LOX inh | 0% | 24% | 44%[activator] | -5% | 0% | -2% | 0% | -9%
HP1b chromo inh | 40%[activator] | 15% | 34% | 25% | 16% | 41%[activator] | 54%[activator] | 12%
BAZ2B inh | -25% | 13% | -9% | -15% | -7% | -2% | -4% | 5%
PI4K2A block | 1 | -4 | 1 | 2 | 1 | 5 | 0 | -1
